Screens deposited in PubChem BioAssay by Fisher Drug Discovery Resource Center.
hcGAS lum – blocks human cGAS activity; recombinant h-cGAS, ATP depletion, Kinase-Glo luminescence; inhibition, % at 12.5 µM; 0.081% of 290,000 active;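 note: 0% = vehicle reaction and 100% = reaction without DNA for no activity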
Target sequence (Q8N884 whole entry, looked up): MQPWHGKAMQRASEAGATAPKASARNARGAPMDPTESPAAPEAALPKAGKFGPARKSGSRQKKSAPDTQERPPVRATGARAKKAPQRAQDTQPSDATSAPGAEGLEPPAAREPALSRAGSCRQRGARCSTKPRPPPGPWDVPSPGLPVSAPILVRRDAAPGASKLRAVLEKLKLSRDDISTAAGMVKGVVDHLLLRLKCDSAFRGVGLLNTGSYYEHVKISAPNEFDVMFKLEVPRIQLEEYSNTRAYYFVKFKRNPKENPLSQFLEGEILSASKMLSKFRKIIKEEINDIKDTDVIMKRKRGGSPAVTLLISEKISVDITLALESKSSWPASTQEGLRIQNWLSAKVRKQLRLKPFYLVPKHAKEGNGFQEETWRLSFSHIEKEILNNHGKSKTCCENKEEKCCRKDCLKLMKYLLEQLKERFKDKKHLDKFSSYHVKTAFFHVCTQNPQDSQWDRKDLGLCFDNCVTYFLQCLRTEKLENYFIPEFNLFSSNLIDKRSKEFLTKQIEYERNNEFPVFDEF
mcGAS inh – mouse cGAS inhibition by luminescence; inhibition, % at 12.5 µM; Q8C6L5; 0.15% of 160,000 active; AID 1259399; recombinant cGAS, Kinase-Glo ATP depletion luminescence;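 note: 0% = negative control wells and 100% = reference inhibitor with no enzyme activity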
NPYLR7 ag – activates Aedes aegypti NPYLR7 receptor; HEK293T NPYLR7/Galpha15, GCaMP6s calcium fluorescence; activation, % at 10 µM; 0.15% of 270,000 active; AID 1259423; in the data active = activation above about 40%;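 note: 0% = vehicle and 100% = reference agonist at the receptor; some compounds past the cut are filed as inactive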
Active calls of the source: *; / = not tested or not shown; & = joins results of further samples. Cut-off read from the data, not from the text of the source, unless noted: active = inhibition above about 40%; inactive = the rest.

Sequence of screens: hcGAS lum, mcGAS inh, NPYLR7 ag
Cn1cc(CN2CCC(CCC(=O)NCc3ccc(F)cc3)CC2)c2ccccc21
→ -11, -10, 2
FC(F)(F)COCCCOc1nnc2ccccn12
→ -6, /, -1
CC(C)(C)NC(=O)N1CCN(C(C(=O)NCc2ccccn2)C2CCCC2)CC1 (configuration not stated)
→ -6, -5, -4
C=Cc1cccc(CN2CCN(c3cncc(C(=O)N(C)C)n3)CC2)c1
→ -8, /, 22
CCOC(=O)CN1C(=O)CCN(C(=O)NC2CCCC2)CC(OC)c2ccccc21 (configuration not stated)
→ -6, -6, 4
Cc1c(C(=O)N2CCN(C(c3ccccc3)c3ccc(Cl)cc3)CC2)oc2ccccc12 (configuration not stated)
→ -6, -8, 34
NC(=O)C1CC2CCCCC2N1c1ccc(S(=O)(=O)C(F)(F)F)cc1 (configuration not stated)
→ 2, /, -13
N#Cc1ncn(CC(=O)c2c[nH]c3ccccc23)n1
→ -4, /, -1
CCc1ccc(CCC(=O)NCC(=O)Nc2ccc(F)c(F)c2F)cc1
→ -5, /, 13
COc1ccc(CC(=O)NCCc2cc3c(C)ccc(C)c3[nH]c2=O)cc1OC
→ 3, -1, 3
CC1=C(C(=O)OC(C)C)C(c2coc3ccccc3c2=O)C2=C(CCCC2=O)N1 (configuration not stated)
→ -4, -8, -6
CN1CCc2nc(SCc3ccccc3C(F)(F)F)c(C#N)cc2C1
→ -1, -2, 2
O=S(=O)(c1ccccc1)c1cnc2ccccc2c1Nc1ccc2c(c1)OCCO2
→ 4, 1, 5
CCCn1c(C(=O)Nc2cccnc2)cc2c(=O)n(C)c(=O)n(C)c21
→ -5, -6, -1
CCc1ccc(N2CC(C(=O)Nc3ccc(NC(=O)C(C)C)cc3)CC2=O)cc1 (configuration not stated)
→ -7, /, 6
COc1ccccc1-n1cc(C(=O)N2CCCC2Cn2cccn2)cn1 (configuration not stated)
→ -4, -11, 0
O=C1O[C@H]([C@@H](O)CO)C(O)=C1O
→ -2, /, -7
N#CCSc1nc2sc3c(c2c(=O)n1Cc1ccco1)CCC3
→ -12, /, 0
O=C(CSc1nnc(NC(=O)C23CC4CC(CC(C4)C2)C3)s1)Nc1nccs1
→ -7, -4, -7
CC(=O)N1CCC(CN2CCOC(c3n[nH]c(C)n3)C2)CC1 (configuration not stated)
→ -15, /, 0

16 of the compounds above, bar-delimited.
mol | hcGAS lum | mcGAS inh | NPYLR7 ag
Cn1cc(CN2CCC(CCC(=O)NCc3ccc(F)cc3)CC2)c2ccccc21 | -11 | -10 | 2
FC(F)(F)COCCCOc1nnc2ccccn12 | -6 | / | -1
CC(C)(C)NC(=O)N1CCN(C(C(=O)NCc2ccccn2)C2CCCC2)CC1 (configuration not stated) | -6 | -5 | -4
C=Cc1cccc(CN2CCN(c3cncc(C(=O)N(C)C)n3)CC2)c1 | -8 | / | 22
CCOC(=O)CN1C(=O)CCN(C(=O)NC2CCCC2)CC(OC)c2ccccc21 (configuration not stated) | -6 | -6 | 4
Cc1c(C(=O)N2CCN(C(c3ccccc3)c3ccc(Cl)cc3)CC2)oc2ccccc12 (configuration not stated) | -6 | -8 | 34
NC(=O)C1CC2CCCCC2N1c1ccc(S(=O)(=O)C(F)(F)F)cc1 (configuration not stated) | 2 | / | -13
N#Cc1ncn(CC(=O)c2c[nH]c3ccccc23)n1 | -4 | / | -1
CCc1ccc(CCC(=O)NCC(=O)Nc2ccc(F)c(F)c2F)cc1 | -5 | / | 13
COc1ccc(CC(=O)NCCc2cc3c(C)ccc(C)c3[nH]c2=O)cc1OC | 3 | -1 | 3
CC1=C(C(=O)OC(C)C)C(c2coc3ccccc3c2=O)C2=C(CCCC2=O)N1 (configuration not stated) | -4 | -8 | -6
CN1CCc2nc(SCc3ccccc3C(F)(F)F)c(C#N)cc2C1 | -1 | -2 | 2
O=S(=O)(c1ccccc1)c1cnc2ccccc2c1Nc1ccc2c(c1)OCCO2 | 4 | 1 | 5
CCCn1c(C(=O)Nc2cccnc2)cc2c(=O)n(C)c(=O)n(C)c21 | -5 | -6 | -1
CCc1ccc(N2CC(C(=O)Nc3ccc(NC(=O)C(C)C)cc3)CC2=O)cc1 (configuration not stated) | -7 | / | 6
COc1ccccc1-n1cc(C(=O)N2CCCC2Cn2cccn2)cn1 (configuration not stated) | -4 | -11 | 0

Additional structures
Sequence of screens: hcGAS lum, mcGAS inh, NPYLR7 ag
Cc1c(C(=O)N2CCN(C3c4ccccc4CCc4ccccc43)CC2)oc2ccccc12
→ -7, -8, 30
CCOc1ccccc1C(=O)NCc1ccc(-c2ncc(-c3ccc(OC)cc3)[nH]2)cc1
→ 0, -3, -2
CC1=C(c2ccc(C)cc2)S(=O)(=O)NC1=NC(C)CCc1ccccc1 (configuration not stated)
→ -8, /, -3
CCC(c1nc2ccccc2c(=O)n1-c1ccc(Cl)cc1)N(CCN(C)C)C(=O)Nc1ccc(C(F)(F)F)cc1 (configuration not stated)
→ -17, -5, -10
CCCn1nc(C)c(CNC(=O)c2cnnn2-c2ccccc2)c1C
→ -7, /, 11
CCCCc1ccc(C(=O)N2CCN(C(C(=O)Nc3cccc(Cl)c3)C3CCCC3)CC2)cc1 (configuration not stated)
→ 3, 1, -8
O=C(N1CCN(c2ncnc3c2nnn3-c2ccc(F)cc2)CC1)C12CC3CC(CC(C3)C1)C2
→ -4, -5, -1
CCc1nc(CC)n(Cc2nc(C)cs2)n1
→ -13, /, 21
CC(C)(C)OC(=O)N1CCCC1C1CCCCN1CC(=O)NC(=O)NC1CC1 (configuration not stated)
→ 4, /, 1
O=C(O)c1cccc(CC2CCN(c3ncnc4c3CCC4)C2)c1 (configuration not stated)
→ -4, /, 13
CCN1C(=O)SC(Nc2cccc(C)c2)C1=O (configuration not stated)
→ -8, -8, 4
CCC(C)N(Cc1ccncc1)C(=O)c1cccc(=O)[nH]1 (configuration not stated)
→ -5, -17, 11
C=C(C)Cn1c(SCC(=O)N/N=C\c2cc(Br)ccc2O)nnc1-c1ccc(Br)cc1
→ 2, /, -6
COc1ccccc1N1CCN(C(=O)c2cc(-c3ccccc3F)nc3cc(-c4ccccc4)nn23)CC1
→ -4&-1, -7&-5, 3&17
Cc1nnc(SC(C)c2nc3scc(-c4cccs4)c3c(=O)[nH]2)n1C1CC1 (configuration not stated)
→ -5, /, 2
Cc1ccnc(NC(=O)CN2C(=O)c3ccccc3C2=O)c1
→ 5, 4, -9
O=C(NCc1ccccc1)N1CCn2cccc2C1c1ccccc1 (configuration not stated)
→ -3, /, 10
CN(C)c1ccc(C=NNc2ncnc3sc4c(c23)CCCC4)cc1
→ -5, -8, -5
CC(C(=O)Nc1ccc(-c2ncn[nH]2)cc1)N1CCc2ccccc2C1 (configuration not stated)
→ -6, /, -2
COc1cc(=O)n(-c2ccc(F)cc2)nc1C(=O)N1CCc2ccccc21
→ -11, -7, 4
COc1ccccc1-c1noc(Cn2nnc(-c3cccc(C(F)(F)F)c3)n2)n1
→ -9, -9, 2
CC1CCCCC1N=C1NN=C(c2ccc3[nH]c(=O)oc3c2)CS1 (configuration not stated)
→ -5, /, 6
CC(C)Oc1ncccc1CNC(=O)N1CCc2ccccc21
→ -3, /, -3
c1cc2c(cc1Oc1nc(CN3CCOCC3)nc3sc4c(c13)CCC4)CCC2
→ -8, -5, -1
CN1CCN(N=Cc2ccc(F)cc2)CC1
→ -5, -6, 4
COCCN(Cc1ccc2c(c1)OCO2)Cc1ccc(C(O)(c2cccc(F)c2)c2cccc(F)c2)o1
→ 2, -3, 1
C=CC[C@@H]1CC=C[C@@H](C)N1C(=O)c1cc(OC)nc(OC)n1
→ -6, /, -4
COc1ccccc1CN1C(=O)C(Cc2ccccc2)ON=C1C (configuration not stated)
→ -3, /, 2
CC(C)C(=O)NC(NC(=S)Nc1ccc(S(N)(=O)=O)cc1)C(Cl)(Cl)Cl (configuration not stated)
→ 0, -4, 1
CC(C)CNc1nc(-c2ccc(S(=O)(=O)N3CCCC3)cc2)cs1
→ -6, /, -4
COc1cccc(CN(CC2CC(c3ccccc3C)=NO2)C(=O)Nc2ccccc2OC)c1 (configuration not stated)
→ -2, -8, 4
CCOc1ccc(C2=C(C(=O)CC)Sc3nnc(CC)n3N2C(=O)CC)cc1
→ -7, /, 5
COc1cc2c(cc1CN(C)Cc1nc3ccc(F)cc3[nH]1)OCO2
→ -2, /, -3
CC(C)c1ccccc1N1C(=O)CSC1c1ccccc1NC(=O)c1ccc(Cl)c(Cl)c1 (configuration not stated)
→ 2, -4, 0
CC1C(=O)NCCN1CCC(=O)Nc1cccc(Br)c1 (configuration not stated)
→ -4, /, 6
CCN(CC)Cc1cnc2c(C(=O)Nc3ccc(-n4cncn4)cc3)cnn2c1
→ -4, /, 5
O=C(NCCCNC(=O)[C@H]1CCCN1S(=O)(=O)/C=C/c1ccccc1)c1ccccc1
→ 3, -1, 4
Cc1cc(C)c(-c2nnc(NC(=O)CSc3nnc(N)s3)s2)c(C)c1
→ -10, -5, -4
O=c1c(Cl)c(NC(c2ccccc2)c2cccs2)cnn1-c1ccc(C(F)(F)F)cn1 (configuration not stated)
→ -4, /, 11
CC1CCc2c(sc(NC(=O)c3cc4nc(-c5ccccc5)cc(C(F)(F)F)n4n3)c2C(N)=O)C1 (configuration not stated)
→ -6, -9, 9

Ordered by molar mass (falling): part of the list above.
Sequence of screens: hcGAS lum, mcGAS inh, NPYLR7 ag
Cc1c(C(=O)N2CCN(C3c4ccccc4CCc4ccccc43)CC2)oc2ccccc12
→ -7, -8, 30
COc1cc(=O)n(-c2ccc(F)cc2)nc1C(=O)N1CCc2ccccc21
→ -11, -7, 4
CC(C(=O)Nc1ccc(-c2ncn[nH]2)cc1)N1CCc2ccccc2C1 (configuration not stated)
→ -6, /, -2

Additional records
Sequence of screens: hcGAS lum, mcGAS inh, NPYLR7 ag
CCCOc1ccc(Br)cc1C(=O)N1CCOCC1
→ 9, /, -6
CCCCN=C(NC(=O)c1ccc(Cl)c(Cl)c1)OC
→ -7, -7, 0
CCCOC(=NCCCN(C)C)NC(=O)c1ccc(Cl)c(Cl)c1
→ -4, -4, -3
CCOc1ccc(C)cc1S(=O)(=O)Nc1ccc(I)cc1
→ -6, /, 5
CCNC(=O)N(Cc1cccc(C(F)(F)F)c1)CC1CC(c2ccccc2C)=NO1 (configuration not stated)
→ -5, -5, -5
Cc1nc(CCNc2nc(-c3cccnc3)nc3c2CCNC3)sc1C
→ -5, -12, 18
Clc1ccc(-c2nc(CSCc3ccccc3Cl)cs2)cc1
→ -4, -6, 3
COc1ccc(C)cc1C(=O)Nc1cc2c(cc1Cl)OCO2
→ -4, /, -2
CS(=O)(=O)c1ccc(C(=O)OC/C=C/c2ccccc2)cc1
→ -9, /, -7
CN(C)CCOC(c1ccc(Cl)cc1)c1ccccn1 (configuration not stated)
→ -3&-2&1&-4, -6, 3&2&-7&-4
CCOc1ccc(C2=C(C(=O)CC)Sc3nnc(Cc4ccccc4)n3N2C(=O)CC)cc1
→ -10, /, 2
COc1ccc(NC(=O)N(CC(=O)N(Cc2ccc3c(c2)OCO3)Cc2ccc(C)o2)CC(C)C)c(OC)c1
→ -4, -5, -1
CCCNC(=O)CN1CC(c2ccsc2)CC1C (configuration not stated)
→ -7, /, 0
O=CN1CCCN(C(=O)CC2C(=O)NCCN2Cc2ccc(-c3ccccc3)cc2)CC1 (configuration not stated)
→ -4, -3, 7
O=C1C(C(c2ccc(Br)cc2)N2CCC(O)CC2)Sc2nc(-c3ccco3)nn21 (configuration not stated)
→ -5, -5, -1
CC(C(=O)NCc1ccc(F)cc1)N1C(=O)c2ccccc2C1=O (configuration not stated)
→ -8, -7, 16
O=S(=O)(Nc1ccccn1)c1ccc(Sc2ccc(Cl)cc2)nc1
→ -6, /, 11
O=C(CSc1nc2ccccc2c(=O)n1-c1ccc(F)c(Cl)c1)N1CCCCC1
→ -4, -6, 12
CC(C)c1cc(-c2nn3c(C4COc5ccccc5O4)nnc3s2)n[nH]1 (configuration not stated)
→ -4, /, -7
CCOc1ncccc1C(=O)N1CCOC(COCc2ccccc2F)C1 (configuration not stated)
→ -4, -4, -5
COc1ccc(NC(=O)c2cnn3c2NC(c2ccc(C)cc2)CC3C(F)(F)F)cc1OC (configuration not stated)
→ -2, -4, 2
O=C(CN(CCN1CCOCC1)C(=O)Nc1cc(C(F)(F)F)cc(C(F)(F)F)c1)N(Cc1ccc2c(c1)OCO2)Cc1ccco1
→ -1, 1, -11
O=C(C1CCCO1)N(Cc1ccc(-c2ccccc2)cc1)Cc1cc2ccccc2o1 (configuration not stated)
→ -6, /, 27
Brc1ccccc1-c1nnc(CSc2nnc(-c3ccc[nH]3)o2)o1
→ -3, /, 4
Cc1cc(NC(=O)C2(C)CCN2C(=O)C2(c3ccc(Cl)cc3)CC2)no1 (configuration not stated)
→ -8, -4, -5
C=CCN(CC(=O)N1CCc2sccc2C1COc1ccc(OC)cc1)C(C)C(C)(C)O (configuration not stated)
→ 1, -2, -3
C=CCNC(=O)C(NC(=O)c1ccccc1)C1CCN(C(=O)NC(C)C)CC1 (configuration not stated)
→ -4, -6, 7
O=C(CCc1ccccc1)Nc1nnc(SCc2cc(F)cc(F)c2)s1
→ -1, -1, 0
COc1ccc(CNC(=O)c2c(C)[nH]n(-c3ccccc3)c2=O)cc1OC
→ -3, /, 7
c1ccc(C2CCCN2Cc2cccc(-n3cccn3)c2)nc1 (configuration not stated)
→ -8, -14, 4
CC(O)C12c3ccccc3C(c3ccccc31)C1C(=O)N(c3ccccc3C(F)(F)F)C(=O)C12 (configuration not stated)
→ -1, -2, -5
COc1ccc(C2=NN(C(=O)CN3CCCCC3C)C(c3ccc(C)cc3C)C2)cc1 (configuration not stated)
→ -8, -7, 24
CCc1cnc2c(c1NCCC(c1ccccc1)c1ccccc1)c(=O)n(C)c(=O)n2C
→ -5, /, 7
